Assay outcomes as filed in PubChem.
NCI-60 one-dose screen, 48 h, at 10 µM unless noted. Numbers give growth in % (100 = growth as untreated, 0 = no growth, -100 = all killed).
MOLT-4: MOLT-4 leukemia cells | actives 6.9% (n = 80,000)
RPMI-8226: RPMI-8226 leukemia cells; actives 7.5% (n = 77,000); AID 1794781
EKVX: EKVX NSCLC; actives 3% (n = 71,000)
HOP-92: HOP-92 NSCLC cells; AID 1794738; actives 6.3% (n = 71,000)
A549/ATCC: A549/ATCC NSCLC | actives 3.7% (n = 81,000)
HOP-62: HOP-62 NSCLC | AID 1794735 | actives 3.9% (n = 80,000)
SR: SR leukemia cells; AID 1794780; actives 8.7% (n = 73,000)
CCRF-CEM: CCRF-CEM leukemia | AID 1794778 | actives 7% (n = 77,000)
Active calls of the source: *; nt = not tested or not shown; [ ] = remark or other dose. The calls were made as follows: active = growth percent below 10; inactive = the rest.

Each structure is followed by: MOLT-4	RPMI-8226	EKVX	HOP-92	A549/ATCC	HOP-62	SR	CCRF-CEM
Cc1cc(C)c2c(Cn3cc(COc4ccc5c(c4)NC(=O)CC5)nn3)cc(=O)oc2c1
 : 76	82	97	99	91	107	77	94
CC(=O)Nc1nc(C(=O)N2N=C(C)/C(=C/c3cccs3)C2=O)cs1
 : 79	97	nt	99	101	99	92	92
C=CC(=O)Nc1cccc(-c2nc(SC)nc(NCCc3ccc(OC)c(OC)c3)c2C#N)c1
 : 2.4*	9.3*	44	62	47	75	nt	26
CCOC(=O)c1cc(C(=O)c2ccc(Br)cc2)n2ccc(/C=C/c3ccn4c(C(=O)c5ccc(OC)cc5)cc(C(=O)OCC)c4c3)cc12
 : 100	101	90	101	94	84	99	99
Cc1nc2n(c1C(=O)N1CCCCC1)CCS2(=O)=O
 : 101	109	104	111	102	105	103	99
CCN(C(=O)c1cc2ncccc2[nH]1)[C@H]1CCC[C@@H](NCc2cccc(F)c2)C1
 : 96	92	nt	92	102	105	100	128
Nc1ccc(F)cc1
 : 90	101	112	103	108	96	84	98
COc1ccc(C(C)=C(c2ccc(OCCN3CCCCCC3)cc2)c2ccc(OCCN3CCCCCC3)cc2)cc1
 : -5.4*	-45*	1.7*	-8.9*	-36*	-52*	-12*	0.7*
C/C1=C\CC2CCC(C)(O)C(CC(O)/C(C)=C/CC1)C2(C)C (stereo not given)
 : 89	97	90	55	75	104	92	94
O=C(NCO)c1ccccc1
 : 95	nt	108	nt	106	98	98	nt
C/C(=C(/c1ccc(Cl)cc1)c1ccc(OCCCN(C)C)cc1)c1ccc(Cl)cc1
 : 72	56	98	74	68	115	-2.4*	73
O=C(N/N=C/c1cccnc1)C(=O)Nc1cccc(C(F)(F)F)c1
 : 89	100	nt	101	103	96	83	96
O=c1c2ccccc2c(=O)c2c1ccc1[nH]c3c(ccc4c(=O)c5ccccc5c(=O)c43)[nH]c12
 : 98	98	97	104	99	88	101	95
CCN(CC)c1ccc(C(=NO)c2ccc(N(CC)CC)cc2)cc1
 : 82	88	84	86	84	86	32	85
N/C(=N\c1nc2ccccc2s1)NC(=NC1CCCCC1)NC1CCCCC1
 : 4.0*	-30*	46	-1.2*	46	68	8.9*	-1.7*
COC(=O)Cc1nc2c(N)nc(N)nc2[nH]c1=O
 : 106	nt	111	92	90	100	96	97
CN1CCc2c(sc3nc(-c4cccc(Cl)c4Cl)[nH]c(=O)c23)C1
 : 100	98	89	85	101	97	71	94
COc1cnc2c(c1)C(=O)c1c-2n(CCCN2CCCC2)c(=O)c2cc(Cl)ccc12
 : -24*	20	47	nt	25	nt	-43*	-38*
C#CCn1cnc2cnc(Nc3cccc(NC(=O)CCl)c3)nc21
 : 0.8*[6.25 µM]	-15*[6.25 µM]	69[6.25 µM]	13[6.25 µM]	-51*[6.25 µM]	4.3*[6.25 µM]	1.7*[6.25 µM]	1.5*[6.25 µM]
COc1ccc2[nH]c3c(=O)sc(C(=O)O)cc3c2c1
 : 113	105	110	123	107	124	124	100

The last 2 entries of the part above are carried over, then new ones follow.
Each structure is followed by: MOLT-4	RPMI-8226	EKVX	HOP-92	A549/ATCC	HOP-62	SR	CCRF-CEM
C#CCn1cnc2cnc(Nc3cccc(NC(=O)CCl)c3)nc21
 : 0.8*[6.25 µM]	-15*[6.25 µM]	69[6.25 µM]	13[6.25 µM]	-51*[6.25 µM]	4.3*[6.25 µM]	1.7*[6.25 µM]	1.5*[6.25 µM]
COc1ccc2[nH]c3c(=O)sc(C(=O)O)cc3c2c1
 : 113	105	110	123	107	124	124	100
CCC(c1ccc(OC)cc1)C(CC)c1ccc(C(O)CN2CCCCC2)cc1 (stereo not given)
 : 69	68	87	73	60	85	57	76
OC1(CCC2(O)CCCCC2)CCCCC1
 : 91	88	nt	101	100	101	94	nt
O=C(N/N=C\c1cc(Cl)ccc1O)N/N=C/c1cc(Cl)ccc1O
 : 43	29	69	21	26	54	35	27
O=C1/C(=C/c2cccc(Br)c2)COc2ccc(O)c(O)c21
 : 2.6*	-13*	42	-41*	11	-31*	14	4.2*
O=C(N/N=C/c1c(Cl)cccc1Cl)c1ccccc1Nc1cccc(C(F)(F)F)c1
 : 78	82	90	nt	nt	111	71	73
CC(=O)Nc1ccc(C(=O)NC(=S)Nc2ccc(C(=O)NO)cc2)cc1
 : 103	91	98	92	100	108	83	95
Cc1ccccc1/C=C/c1nn2c(-c3ccoc3C)nnc2s1
 : nt	91	100	94	90	107	nt	108
COc1nc2c(cc1S(=O)(=O)c1ccccc1)CCc1c-2cnn1-c1ccc(Cl)cc1
 : 86	93	90	80	95	87	81	84
c1ccc2[nH]c(-c3cc(-c4ccc5c(c4)OCO5)n[nH]3)nc2c1
 : nt	7.5*	nt	119	59	63	28	nt
Nc1nc2cc(Cl)ccc2n1N
 : 104	108	96	103	98	94	104	110
CC(=O)[C@H]1CC[C@H]2[C@@H]3CCC4=CC(=O)CC[C@]4(C)[C@H]3CC[C@]12C
 : 101	91	73	118	103	106	102	102
O=C(NO)c1cc(O)c(O)c(O)c1
 : 149	144	93	98	101	110	129	120
CC1=Cc2ccccc2OC12C=Cc1ccccc1O2 (stereo not given)
 : 100	104	82	99	104	90	103	105
CCOC(=O)c1c2ncccc2n2c(=O)n(-c3ccccc3OC)nnc12
 : 103	102	88	90	90	82	82	97
CC1(C)Oc2cc3oc(=O)ccc3cc2C[C@@H]1OCCOS(=O)(=O)c1ccccc1
 : 82	89	97	101	96	104	109	100
O=C1c2cccc3c(-c4ccc5c(c4)ncn5C4CCCCC4)ccc(c23)C(=O)N1CCN1CCOCC1
 : 92	84	97	71	102	91	102	100
c1cncc(-c2nnc3sc(-c4csc5c4CCCC5)nn23)c1
 : 60	94	90	123	74	105	54	86
C[C@]12CC[C@@H]3c4cc(OC(F)F)c(O)cc4CC[C@H]3[C@@H]1CC[C@@H]2OS(N)(=O)=O
 : 25	27	25	75	31	43	nt	17
Cc1cccc(-c2nc(-c3cccs3)no2)c1
 : 96	93	85	nt	100	79	94	91
NNC(=S)N/N=C/c1ccccn1
 : 12	29	32	21	47	13	5.6*	12
CC(C(=O)O)N1C(=O)c2ccccc2C1=O (stereo not given)
 : 97	117	96	108	83	98	44	120
Cc1ccc(O)c(C(=O)O)c1
 : 98	103	118	101	103	100	101	98
CC(C)c1[nH]nc2c(NCc3ccc(-c4ccccn4)cc3)nc(SCCN)nc12
 : -0.4*	-17*	1.6*	-11*	6.8*	-15*	-7.1*	-0.6*
COC(=O)C1=C(C(=O)OC)[C@@H]2CCC[C@H]1[C@H]1[C@@H]2N=NN1c1ccccc1
 : 93	97	nt	nt	101	94	nt	nt
Cc1ccc(NC(=O)c2nc(S(C)=O)oc2-c2ccc(F)cc2)cc1Nc1nccc(-c2cccnc2)n1 (stereo not given)
 : 0.2*	5.1*	74	96	95	58	-15*	2.6*
CCOC(CN1C(=O)c2ccccc2C1=O)OCC
 : 100	108	nt	113	95	99	105	104
COc1ccc(C2C=C(C)N=C3SC=C(C)N32)cc1 (stereo not given)
 : 105	108	nt	94	104	107	116	110
CN(C)CCCC1(c2ccc(F)cc2)OCc2cc(-c3ccc4cc[nH]c4c3)ccc21 (stereo not given)
 : -8.8*	37	62	46	49	75	-2.8*	33
CC1(C)CC(=O)C(C)(C)c2ccccc21
 : 97	nt	112	97	85	108	98	123
Cc1cc(N2CCCCC2)nc(N(CCCNc2ccnc3cc(Cl)ccc23)Cc2ccco2)n1
 : 6.8*	-35*	39	-6.0*	18	8.5*	-21*	20
CN(C)c1nc2c(=O)[nH]c(N)nc2n1[C@@H]1O[C@H](CO)[C@@H](O)[C@H]1O
 : 107	107	105	91	92	106	109	105
CN(C)c1ccc(C(c2ccc(N(C)C)cc2)c2ccc(N(C)C)cc2)cc1
 : 96	57	96	nt	110	105	nt	100
Clc1nc(Cl)c2ncn(C/C=C\Cn3cnc4c(Cl)nc(Cl)nc43)c2n1
 : -55*	-61*	-68*	-34*	-7.3*	23	-48*	-73*
O=C1/C(=C/c2cn(-c3ccccc3)nc2-c2ccccc2)SC(=S)N1CCc1ccccc1
 : 99	102	97	122	111	94	nt	102
O=C1OC2(CCCC2)OC(=O)C1=C/C=C/c1ccc([N+](=O)[O-])o1
 : 86	94	94	98	85	101	96	84
Cc1cc(=O)[nH]c(Nc2nc3ccccc3[nH]2)n1
 : 99	89	nt	nt	91	92	94	99
CC(C)(C)OC(=O)CC(c1ccccc1)c1ccccc1
 : 98	104	106	101	105	98	100	102
COc1ccc(-c2nn(-c3cccc(Cl)c3)cc2-c2c(C#N)c(N)nc3c2CCCC3)cc1
 : 41	53	20	64	60	82	58	32
O=[N+]([O-])c1ccc(NC(=S)N/N=C/c2cc3ccccc3n3nnnc23)cc1
 : 20	48	37	-5.7*	56	49	4.3*	11
CCCNCCOC(=O)c1ccc(N)c(OCCC)c1
 : 101	103	100	82	101	89	92	91

Record cards, as listed above.
Shown for CC1(C)CC(=O)C(C)(C)c2ccccc21 = MOLT-4 = 97; RPMI-8226 = nt; EKVX = 112; HOP-92 = 97; A549/ATCC = 85; HOP-62 = 108; SR = 98; CCRF-CEM = 123
Shown for CC(C)(C)OC(=O)CC(c1ccccc1)c1ccccc1 = MOLT-4 = 98; RPMI-8226 = 104; EKVX = 106; HOP-92 = 101; A549/ATCC = 105; HOP-62 = 98; SR = 100; CCRF-CEM = 102

The listing picks up with the two entries that preceded the break.
Each structure is followed by: MOLT-4	RPMI-8226	EKVX	HOP-92	A549/ATCC	HOP-62	SR	CCRF-CEM
O=[N+]([O-])c1ccc(NC(=S)N/N=C/c2cc3ccccc3n3nnnc23)cc1
 : 20	48	37	-5.7*	56	49	4.3*	11
CCCNCCOC(=O)c1ccc(N)c(OCCC)c1
 : 101	103	100	82	101	89	92	91
Nc1nc2c(N=Nc3ccc(Br)cc3)c(N)nn2c(-c2ccc(F)cc2)c1-c1nc2ccccc2s1
 : 103	115	90	90	98	92	110	107
O=C(O)c1ncc(-c2ccc(C(F)(F)F)cc2F)c(NC2CCCCCC2)n1
 : 94	82	nt	nt	92	111	96	94
CCc1cccc(C(=O)O)c1N
 : 95	113	101	127	101	92	100	102
C/C(=C(/c1ccccc1)c1ccc(N2C(=O)c3cccc4c(NCCN5CCOCC5)ccc(c34)C2=O)cc1)c1ccccc1
 : 44	45	46	74	71	84	34	66
CCn1c2ccccc2c2c3ncc4cccn4c3ccc21
 : 117	94	71	87	83	83	98	150
N#Cc1ccc(-c2ccc(OCCCN3CCCCC3)cc2)cc1
 : 62	80	89	nt	79	77	64	88

Some of these compounds in order of number of heavy atoms, smallest number first:
Each structure is followed by: MOLT-4	RPMI-8226	EKVX	HOP-92	A549/ATCC	HOP-62	SR	CCRF-CEM
CCc1cccc(C(=O)O)c1N
 : 95	113	101	127	101	92	100	102
N#Cc1ccc(-c2ccc(OCCCN3CCCCC3)cc2)cc1
 : 62	80	89	nt	79	77	64	88
Nc1nc2c(N=Nc3ccc(Br)cc3)c(N)nn2c(-c2ccc(F)cc2)c1-c1nc2ccccc2s1
 : 103	115	90	90	98	92	110	107
